Assay outcomes from PubChem BioAssay.
HT1080-NT tox: kills 2HG-producing HT-1080-NT fibrosarcoma cells; HT-1080-NT fibrosarcoma viability, CellTiter-Glo ATP luminescence, 48 h; Potency, µM (doses to about 46.1 µM), without a hit: at the top dose activity, negative = less viability, actives largely listed as cytotoxic; 360,000 tested, 1.6% active; AID 686970;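 also: NT is the 2HG producing partner of a matched IDH1 knockdown line; 0% = DMSO-treated cells and -100% = media-only wells without cells; nearly all actives have a fitted effect of over 55% in size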
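Toxicity toward the 2HG-producing NT line was scored as %Activity, normalised to DMSO and no-cell wells, from CellTiter-Glo luminescence after 48 hours' treatment.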
GLP1R ag: activates the human GLP-1 receptor | P43220 | HEK293 GLP-1R CRE-luciferase, luminescence, 4-6 h; cells express a hypersensitive GLP-1R form | Potency, µM (series often up to 45.6 µM), for the others: at the top dose activation, hits mostly activators | 380,000 tested, 0.007% active | AID 624172; also: % of control where 0% means no effect
Target sequence (P43220 whole entry, looked up): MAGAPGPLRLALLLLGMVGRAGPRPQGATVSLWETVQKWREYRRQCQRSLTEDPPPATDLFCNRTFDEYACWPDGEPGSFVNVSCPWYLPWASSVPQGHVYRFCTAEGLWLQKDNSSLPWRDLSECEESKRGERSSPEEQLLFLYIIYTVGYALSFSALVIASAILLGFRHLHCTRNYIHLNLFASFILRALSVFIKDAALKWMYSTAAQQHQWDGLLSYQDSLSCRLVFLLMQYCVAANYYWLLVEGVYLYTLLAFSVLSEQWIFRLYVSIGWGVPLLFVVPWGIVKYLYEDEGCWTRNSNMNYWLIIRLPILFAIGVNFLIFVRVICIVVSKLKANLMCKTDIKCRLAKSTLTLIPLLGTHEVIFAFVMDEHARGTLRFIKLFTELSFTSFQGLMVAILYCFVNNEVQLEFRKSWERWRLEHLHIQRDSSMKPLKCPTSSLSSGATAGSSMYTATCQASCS
HT1080 IDH1KD tx: kills HT-1080 cells with IDH1 knockdown | HT-1080 IDH1 knockdown viability, ATP luminescence, 48 h | Potency, µM (series often up to 46.1 µM), for the others: at the highest dose activity, negative = toxicity, actives largely listed as cytotoxic | 360,000 tested, 2% active | AID 686971;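 also: 0% = DMSO wells and -100% = cell-free medium wells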
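Knockdown cells (IDH1KD HT-1080) received compounds 2 h after plating at 750 cells/well and were kept 48 h at 37 °C in 5% FBS RPMI. A CellTiter-Glo luminescence read gave % activity for curve fitting.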
KB-V1 MDR tox: kills drug-selected multidrug resistant KB-V1 cells; KB-V1 MDR cells viability, CellTiter-Glo, 72 h; Potency, µM (titrated, usually from 46.1 µM), for the others: at the top dose activity change, negative = cytotoxicity, most hits filed as cytotoxic; 400,000 tested, 3.4% active; also: % is scaled to controls: 0 for no effect and ±100 for the full control effect; nearly all actives have a fitted effect of over 60% in size
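KB-V1 MDR subline cells in DMEM (phenol-red free, 10% FBS) exposed to compounds in qHTS concentration series for 72 h at 37 degrees C. Viability read by CellTiter-Glo luminescence; concentration-effect curves fitted after normalization and correction.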
KB-3-1 tox: KB-3-1 parental cell cytotoxicity; 400,000 tested, 1.4% active; KB-3-1 viability, CellTiter-Glo ATP luminescence, 72 h; AID 1347075; Potency, µM (highest dose often 46.1 µM), for inactives: at the highest dose activity change, negative = cytotoxic, actives largely listed as cytotoxic; also: % is scaled to controls: 0 for no effect and ±100 for the full control effect; nearly all actives have a fitted effect of over 60% in size
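Screening of KB-3-1 cells (DMEM, 10% FBS, phenol-red free) ran from lowest to highest compound concentration; after 72 h at 37 °C viability was read luminescently and curves fitted.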
GLP-1R inv ag: GLP-1 receptor (human) inverse agonism. P43220. HEK293 GLP-1R CRE-luciferase, luminescence, 24 h; GLP-1R form is constitutively active. Potency, µM (titrated, usually from 38.3 µM), for the others: at the top dose activity change, negative = inhibition, most hits filed as inhibitors. 410,000 tested, 1.6% active. AID 624417; also: % is scaled to controls: 0 for no effect and ±100 for the full control effect; nearly all actives have a fitted effect of over 55% in size
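GLP-1R inverse agonism mode: basal reporter luminescence in engineered HEK293 cells measured after one day of compound exposure at 37 deg C, with a 12 min room-temperature detection step.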
SW480 rereplic: inducers of DNA re-replication in SW480 colon cancer cells; SW480 DNA re-replication, Hoechst DNA content imaging, 48 h; Potency, µM (doses to about 46.1 µM), for inactives: at the top dose re-replication activation, actives largely listed as activators; 340,000 tested, 1.8% active; AID 624297; also: % of control where 0% means no effect; nearly all actives have a fitted effect of over 55% in size
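250 cells/well; 23 nL cpd via pin tool; 48 hr, 37 C, 5% CO2; Hoechst 40 min; imager read of total nuclear intensity, ex 405/em 500-530 nm.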
TDP43 rescue: rescues yeast growth from TDP-43 toxicity; 410,000 tested, 1.8% active; TDP-43 expressing yeast growth rescue, BacTiter-Glo, 24 h; Potency, µM (highest dose often 46.1 µM), for the others: top-dose growth rescue (activation), hits mostly activators; also: % of control where 0% means no effect; nearly all actives have a fitted effect of over 50% in size
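Luminescence from BacTiter-Glo reports growth of TDP-43-expressing yeast after 24 hr at 30 deg C with compound. Cells were raffinose-pregrown to mid-log, then seeded in galactose medium at OD600=0.02.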
GLP1R cytotox: cytotoxicity in counter-screen for GLP-1R inverse agonists; Potency, µM (titrated, usually from 38.3 µM), inactives show at the top dose activity change, negative = inhibition, usual class: inhibitors; HEK293 cAMP-luciferase reporter cells, luminescence, 24 h; 410,000 tested, 0.13% active;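 also: loss of luciferase light is scored as toxicity; % is scaled to controls: 0 for no effect and ±100 for the full control effect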
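MLSMR compounds, 24 hr on cells at 37 deg C/5% CO2; luminescence after luciferase reagent (12 min RT). Inhibition counted as the undesired cytotoxic outcome.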
* hit, by the source's call; ? = inconclusive; / = not tested or not shown; & = joins results of further samples; [ ] = another dose, or the depositor's remark. Calls follow the shape of the dose curve; as a rule, active = well fitted curve in the direction sought with a large enough effect; inconclusive = small, poorly fitted or top-dose-only effect, or another doubt; inactive = no such curve, though single readings can be large; an effect the other way counts as inactive or inconclusive. Potency is read from the fitted curve at half-maximal effect.

no.	SMILES	HT1080-NT tox	GLP1R ag	HT1080 IDH1KD tx	KB-V1 MDR tox	KB-3-1 tox	GLP-1R inv ag	SW480 rereplic	TDP43 rescue	GLP1R cytotox
1	CCC(C)N(C(=O)CSc1nnc(-c2cccs2)n1C1CC1)C1CCS(=O)(=O)C1 (stereo not given)	-1%	-13%	0%	-1%	7%	-1%	-5%	3%	13%
2	COc1ccccc1NC(=O)N1CCC(c2nc3ccccc3o2)CC1	1%	3%	0%	0%	1%	-18%	-7%	20%	-7%
3	COc1ccc(-c2nnn(CC(=O)c3ccccc3)n2)cc1OC	6%	13%	-2%	-29%	3%	63%[activator]	-7%	-13%	-10%
4	Fc1ccccc1C1=NC(c2ccc(C(F)(F)F)cc2)=Nc2ccccc2N1	/	/	/	14%	-9%	?	/	?	-2%
5	Cc1ccc(-c2nc(CNC(=O)c3cc(C)on3)cs2)cc1	2%	3%	-1%	0%	3%	-39%	-9%	11%	-3%
6	CCn1c(CSCc2ccc(Cl)cc2)nnc1SCC(=O)Nc1cccc(C(=O)O)c1	-2%	8%	3%	?	0%	-4%	-6%	-6%	-2%
7	COc1ccc(C2CC(c3ccccc3)=NN2C(=O)COC(=O)c2cccnc2Cl)cc1 (stereo not given)	4%	10%	12%	?	7%	?	/	15%	-3%
8	O=C(COc1ccccc1)N(Cc1cccc(F)c1)C1CCS(=O)(=O)C1 (stereo not given)	-4%	2%	1%	-8%	-22%	-25%	5%	-1%	2%

4 structures out of the list, ordered by SMILES length, rising:
no.	SMILES	HT1080-NT tox	GLP1R ag	HT1080 IDH1KD tx	KB-V1 MDR tox	KB-3-1 tox	GLP-1R inv ag	SW480 rereplic	TDP43 rescue	GLP1R cytotox
5	Cc1ccc(-c2nc(CNC(=O)c3cc(C)on3)cs2)cc1	2%	3%	-1%	0%	3%	-39%	-9%	11%	-3%
8	O=C(COc1ccccc1)N(Cc1cccc(F)c1)C1CCS(=O)(=O)C1 (stereo not given)	-4%	2%	1%	-8%	-22%	-25%	5%	-1%	2%
4	Fc1ccccc1C1=NC(c2ccc(C(F)(F)F)cc2)=Nc2ccccc2N1	/	/	/	14%	-9%	?	/	?	-2%
6	CCn1c(CSCc2ccc(Cl)cc2)nnc1SCC(=O)Nc1cccc(C(=O)O)c1	-2%	8%	3%	?	0%	-4%	-6%	-6%	-2%

Later entries:
no.	SMILES	HT1080-NT tox	GLP1R ag	HT1080 IDH1KD tx	KB-V1 MDR tox	KB-3-1 tox	GLP-1R inv ag	SW480 rereplic	TDP43 rescue	GLP1R cytotox
9	Cc1c(C=O)c2ccccn2c1C(=O)c1cccc([N+](=O)[O-])c1	3%	-2%	-5%	-21%	-1%	4%	-21%	16%	4%
10	Cc1cccc(Nc2nc(N)c([N+](=O)[O-])c(N3CCCC(C)C3)n2)c1 (stereo not given)	?	-1%	?	?	?	?	?	-86%[inhibitor]	-20%
11	O=C1CC(c2ccccc2)C(=O)N2C(=O)CC(c3ccccc3)C(=O)N12 (stereo not given)	19%	10%	7%	21%	11%	21%	-19%	-8%	-6%
12	COc1ccc(CCN(C(=O)Cn2nnc3ccccc32)C(C(=O)NCC2CCCO2)c2ccncc2)cc1OC (stereo not given)	13%	4%	19%	4%	9%	11%	-5%	19%[9.22 µM]	12%
13	Cc1ccc(NC(=O)C2CCCN(S(=O)(=O)c3ccc4c(c3)oc(=O)n4C)C2)nc1 (stereo not given)	-3%	-3%	-1%	-6%	-4%	4%	1%	14%	-11%
14	CSC(=S)N/N=C/c1ccc(N(C)C)cc1	9%	3%	20%	16%	13%	-10%	9%	-3%	-21%
15	Cc1ccc(N2CCN(S(=O)(=O)c3ccc(C)cc3)CC2)cc1	8%	-3%	1%	-1%	19%	3%	-3%	-1%	-7%
16	CN(C)CCNC(=O)/C(=C/c1ccc(-c2cccc(Cl)c2)o1)NC(=O)c1ccccc1	-2%	-1%	-3%	14%	2%	?	?	-15%	-6%
17	CCOC(=O)c1ccc(-c2ccc(/C=C(\C#N)C(=O)NCC3CCCO3)o2)cc1 (stereo not given)	-7%	1%	-2%	16µM*	-6%	2%	5%	19%	78%[activator]
18	O=C(NCCN1C(=O)S/C(=C/c2ccccc2)C1=O)C1CCCN1C(=O)c1cccs1 (stereo not given)	18%	1%	7%	?	23%	?	-10%	1%	-16%
19	CCOc1ccc(N2CC(O)(c3cccs3)[N+]3=C2CCCC3)cc1 (stereo not given)	-4%	1%	-11%	0%	-5%	-45%	17%	-3%	8%
20	COc1ccc(C2CC(c3cccs3)=NN2C(=O)CSc2nnnn2C)cc1OC (stereo not given)	0%	13%	0%	1%	0%	6%	0%	9%	-7%
21	Cc1c(-c2ccccc2)n(-c2ccccc2O)c2nc3c(c(=O)n(C)c(=O)n3C)n12	/	-4%	/	?	?	6%	/	3%	-1%
22	CC(C(=O)N1CCN(c2ccccc2)CC1)N1C(=O)C2CC=CCC2C1=O (stereo not given)	8%	-2%	1%	?	0%	-21%	-3%	0%	-5%
23	CCOCCCn1c(SCC(=O)Nc2ccc(F)cc2)nc2c(sc3ccccc32)c1=O	/	/	/	?	19%	3%	/	5%	-6%
24	CC(=O)Nc1cc(C(=O)c2ccccc2)ccc1N1CCOCC1	2%	10%	2%	?	2%	-20%	-2%	11%	-3%
25	CC(=O)c1cccc(NC(=O)C2Cc3c(-c4cccc(F)c4)ccnc3O2)c1 (stereo not given)	?	8%	?	-14%	-3%	-7%	/	?	0%
26	O=Nc1onc(-c2ccc([N+](=O)[O-])cc2)c1NO	-11%	1%	-2%	-12%	11%	62%[activator]	3%	15%	?
27	CCc1cccc(C)c1NS(=O)(=O)c1ccc(-n2cccn2)cc1	/	-2%	/	0%	-14%	?	/	?	-3%
28	CC(=O)Oc1ccc2c(c1)C(=O)c1ccccc1CO2	4%	17%	12%	-15%	-2%	71%[activator]	-6%	20%	-11%
29	N#CCCN(C(=O)COc1ccc(C#N)cc1)c1ccc(F)cc1	-21%	0%	-7%	-9%	1%	6%	?	/	3%
30	O=C(c1ccc(F)cc1)n1nc(-c2ccccc2)nc1NCc1ccco1	/	-2%	/	-3%	17%	5%	/	16%	-5%
31	CC(=O)c1ccc(NC(=O)c2ccc3c(=O)n4c(nc3c2)CCCCC4)cc1	-11%	0%	-1%	?	-9%	19%	?	-5%	-6%
32	COCCn1nnnc1C(c1ccccc1OC)N1CCN(C(=O)c2ccco2)CC1 (stereo not given)	15%	5%	0%	0%	-2%	7%	2%	-18%	-1%
33	CCc1ccc(NS(=O)(=O)c2ccc3[nH]cc(C(=O)N(C)Cc4ccco4)c(=O)c3c2)cc1	-4%	0%	-12%	-7%&12%	9%&2%	-23%&7%	0%	?	-1%&3%
34	C=CCOc1ccccc1CNn1c(C)n[nH]c1=S	-3%	13%	0%	?	?	-10%	/	9%	-9%
35	CCOC(=O)c1c(S(=O)(=O)NCCc2ccco2)c(C)n(C)c1C	-4%	7%	2%	-12%	8%	6%	-5%	6%	4%
36	Cc1ccc(CNC(=O)c2ccc(Cn3c(=O)c4ccccc4n(CC(=O)Nc4ccc(C)cc4)c3=O)cc2)cc1	/	0%	/	0%	5%	4%	/	28%	5%
37	CCOC(=O)c1cnc2c(C(=O)OC)cccc2c1NCc1ccco1	8%	8%	0%	0%	1%	9%	-4%	-14%	-12%
38	Cn1cccc1CC(=O)NNC(=O)Nc1ccc(F)cc1	10%	0%	8%	19%	-2%	-11%	3%	7%	6%
39	O=C(NCCc1ccccc1)C1CCC(CNS(=O)(=O)c2ccc(Cl)cc2)CC1 (stereo not given)	/	/	/	2%	7%	16%	/	-11%	10%
40	O=C(N/N=C/c1cc(Cl)ccc1O)c1ccccc1Br	?	-5%	9.2µM*	?	?	?	6.5µM*	13µM*	?
41	Cc1cc(NC(=O)COC(=O)C2COc3ccccc3O2)no1 (stereo not given)	11%	-8%	3%	?	0%	38%[activator]	-5%	12%	1%
42	CCN1C(=O)NC2C1N(S(C)(=O)=O)CCN2S(C)(=O)=O (stereo not given)	-1%	8%	1%	-12%	-5%	8%	-11%[9.22 µM]	-13%	-12%
43	COc1ccc(-c2csc(NC(=O)Cc3cccc4ccccc34)c2C(=O)O)cc1	-4%	-3%	6%	-3%	0%	-1%	-4%	17%	-3%
44	O=C(Nc1cc(S(=O)(=O)N2CCOCC2)ccc1N1CCCC1)c1cc(F)c(F)cc1Cl	-7%	3%	0%	16µM*	6%	13%	-3%	-28%	7%
45	COC(=O)c1cc2occc2n1Cc1nc(-c2ccccc2)oc1C	/	/	/	-5%	2%	-4%	/	21%	1%
46	Cc1ccc(C(=O)Nc2scc(-c3ccccc3)c2C(=O)O)o1	-23%	0%	-16%	-12%	-9%	-9%	-1%	-56%[inhibitor]	-7%
47	O=C1CC(NS(=O)(=O)c2cccs2)CN1c1cccc(F)c1 (stereo not given)	13%	10%	9%	-20%	-1%	4%	-6%	-8%	-10%
48	CN(c1ccccc1)c1nc2ccsc2c(=O)s1	4%	21%	-1%	0%	2%	0%	-2%	14µM*	-1%
49	Cc1cc(N2CCC(C)CC2)nc(SCC(=O)c2ccccc2)n1	-3%	1%	-23%	?	2%	3.2µM*	-2%	18%	1%
50	O=C(O)c1cccc(NC(=O)c2ccc(CN3C(=O)c4ccccc4C3=O)cc2)c1	18%	-20%	25%	?	1%	6%	-5%	-10%	-9%
51	Cc1cc(NC(=O)CN2CCOCC2)n(-c2ccccc2)n1	15%	2%	17%	22%	-1%	5%	3%	-15%	?
52	Cc1ccc(S(=O)(=O)Nc2ccc3c(c2)C(=O)N([C@H](C)CO)C[C@H](C)[C@@H](CN(C)C(=O)NC2CCCCC2)OCCCC[C@@H](C)O3)cc1	-10%	0%	-22%	-23%	-15%	?	/	24%	-3%
53	O=C(Nc1cccc(F)c1)C1CCCN(S(=O)(=O)c2ccc(-n3cnnn3)cc2)C1 (stereo not given)	-27%	6%	-1%	7%	1%	-6%	?	10%	-5%
54	COC(=O)Cc1ccc(OC(=O)C2CCN(S(=O)(=O)c3ccc(OC)c(OC)c3)CC2)cc1	4%	12%	1%	5%	?	9%	4%	16%	-3%
